# VHR inh color: blocks the human dual specificity phosphatase VHR1. recombinant VHR phosphatase, colorimetric substrate read-out. inhibition, % at 20 µM. 50,000 tested, 0.7% active. P51452; in the data active means inhibition above about 60%; further: some results filed as inactive read as strong as hits
# Target sequence (P51452 whole entry, looked up): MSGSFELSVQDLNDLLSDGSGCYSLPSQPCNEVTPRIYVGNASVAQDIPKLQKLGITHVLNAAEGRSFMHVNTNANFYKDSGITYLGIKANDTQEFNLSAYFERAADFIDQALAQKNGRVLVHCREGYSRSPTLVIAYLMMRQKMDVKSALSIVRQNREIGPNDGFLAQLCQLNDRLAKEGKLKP
# The depositor's hits bear a star. These rows are one share of the data; the hit share may differ from the screen's.
SMILES,VHR inh color
Cc1ccccc1OCC(=O)Nc1ccc2c(c1)Cc1ccccc1-2,-3
O=S(=O)(Nc1ccc(Oc2ccccc2)cc1)c1ccc(F)cc1,-3
Clc1cccc(-c2nc3ccccc3[nH]2)c1,-19
CN(C)c1ccc(N=C2Sc3ccc4ccccc4c3C2=O)cc1,-5
CC(=O)N1CCN(c2ccc(NC(=O)c3sc4ccccc4c3Cl)cc2)CC1,7
CCOC(=O)c1cnn(CCOc2ccccc2)c1N,-22
Cc1ccc(S(=O)(=O)/N=C(\Nc2nc(C)cc(C)n2)Nc2ccccc2C)cc1,8
COc1ccccc1CC1CC(=O)N(c2ccc(Cl)c(Cl)c2)C1=O (centres undefined),0
CSc1nc(=O)n(-c2ccc3ccccc3c2)c(C)c1C(C)=O,-8
COc1ccccc1NC(=O)c1c(NC(C)=O)sc2c1CCCC2,-12
Cc1cc(=O)oc2cc(OCc3ccccc3)c(O)cc12,-8
COc1cc(S(=O)(=O)n2ccnc2C)c(OC)cc1Cl,-22
COC(=O)c1ccc(/C=c2\sc3nc4cc(C)c(C)cc4n3c2=O)cc1,-28
Cc1cc(NC(=O)c2cccc(OC(C)C)c2)no1,-3
CCCC(=O)C1=C(SCC)CC(C)(C)CC1=O,-24
COc1ccc(NC(=O)c2ccccc2[N+](=O)[O-])cc1Cl,-6
CCOC(=O)c1c(NC(=O)Cc2cccs2)sc(C(=O)Nc2cc(C(F)(F)F)ccc2Cl)c1C,-6
CC(C)C1=NN2C(=N)/C(=C/c3ccc(-c4cccc([N+](=O)[O-])c4)o3)C(=O)N=C2S1,16
COc1ccc(CC2S/C(=N\N=C\c3ccc(O)cc3)NC2=O)cc1 (centres undefined),0
Cc1ccc(-c2cc(C(=O)NC(C)C)c3ccccc3n2)c(C)c1,8
CC1(O)CC(=O)C(C(=O)c2ccccc2)C(c2cccc([N+](=O)[O-])c2)C1C(=O)c1ccccc1 (centres undefined),5
NS(=O)(=O)c1cccc(NC(=O)c2ccc3c(c2)OCCO3)c1,-10
O=C(O)CC/C(=N\NS(=O)(=O)c1ccccc1)c1ccccc1,-22
C#CCOc1c(I)cc(I)cc1/C=N/NC(N)=S,13
COc1ccccc1N(CC(=O)NC(C)(C)C)S(=O)(=O)c1ccccc1,-5

# No new results follow: an excerpt of the list.
SMILES,VHR inh color
O=S(=O)(Nc1ccc(Oc2ccccc2)cc1)c1ccc(F)cc1,-3
Clc1cccc(-c2nc3ccccc3[nH]2)c1,-19
CN(C)c1ccc(N=C2Sc3ccc4ccccc4c3C2=O)cc1,-5
CC(=O)N1CCN(c2ccc(NC(=O)c3sc4ccccc4c3Cl)cc2)CC1,7
CCOC(=O)c1cnn(CCOc2ccccc2)c1N,-22
Cc1ccc(S(=O)(=O)/N=C(\Nc2nc(C)cc(C)n2)Nc2ccccc2C)cc1,8
COc1ccccc1CC1CC(=O)N(c2ccc(Cl)c(Cl)c2)C1=O (centres undefined),0
CSc1nc(=O)n(-c2ccc3ccccc3c2)c(C)c1C(C)=O,-8
COc1ccccc1NC(=O)c1c(NC(C)=O)sc2c1CCCC2,-12
Cc1cc(=O)oc2cc(OCc3ccccc3)c(O)cc12,-8
COc1cc(S(=O)(=O)n2ccnc2C)c(OC)cc1Cl,-22
COC(=O)c1ccc(/C=c2\sc3nc4cc(C)c(C)cc4n3c2=O)cc1,-28
Cc1cc(NC(=O)c2cccc(OC(C)C)c2)no1,-3
CCCC(=O)C1=C(SCC)CC(C)(C)CC1=O,-24
COc1ccc(NC(=O)c2ccccc2[N+](=O)[O-])cc1Cl,-6
CCOC(=O)c1c(NC(=O)Cc2cccs2)sc(C(=O)Nc2cc(C(F)(F)F)ccc2Cl)c1C,-6
CC(C)C1=NN2C(=N)/C(=C/c3ccc(-c4cccc([N+](=O)[O-])c4)o3)C(=O)N=C2S1,16
COc1ccc(CC2S/C(=N\N=C\c3ccc(O)cc3)NC2=O)cc1 (centres undefined),0
Cc1ccc(-c2cc(C(=O)NC(C)C)c3ccccc3n2)c(C)c1,8
CC1(O)CC(=O)C(C(=O)c2ccccc2)C(c2cccc([N+](=O)[O-])c2)C1C(=O)c1ccccc1 (centres undefined),5
NS(=O)(=O)c1cccc(NC(=O)c2ccc3c(c2)OCCO3)c1,-10
O=C(O)CC/C(=N\NS(=O)(=O)c1ccccc1)c1ccccc1,-22
C#CCOc1c(I)cc(I)cc1/C=N/NC(N)=S,13

# More results follow.
SMILES,VHR inh color
O=CN1CCN(c2nc(-c3ccccc3)c3cc(Cl)ccc3n2)CC1,5
COc1cc(/C=N/Nc2cc(N3CCCCC3)nc(N3CCCCC3)n2)ccc1O,-10
COc1ccccc1NC(=O)c1ccc(NC(=O)C(C)(C)C)cc1,8
COc1ccccc1C(=O)Nc1ncn[nH]1,-3
Cc1ccc(NC(=O)CSc2nsc(SCC(=O)Nc3ccc(C)cc3)c2C#N)cc1,-7
COc1ccc(Br)cc1C=C1C(=O)N(C)C(=O)N(C)C1=O,3
Cc1cccnc1N1C(=O)C2C3c4ccccc4C(c4ccccc43)C2C1=O (centres undefined),-35
COc1ccccc1C1/C(=C(/O)c2ccccc2)C(=O)C(=O)N1CC1CCCO1 (centres undefined),17
COCCOC(=O)C1=C(C)N=c2s/c(=C/c3ccccc3OC)c(=O)n2C1c1ccc(OC)cc1 (centres undefined),-27
Cc1cc(C)c(NC(=S)NC(NC(=O)c2ccc(Br)cc2)C(Cl)(Cl)Cl)c(C)c1 (centres undefined),-10
COc1cc(C=O)ccc1OCc1c(C)no[n+]1[O-],-6
CCOc1ccc(N(CC(=O)N2CCCCC2)S(C)(=O)=O)cc1,-93
CSc1nc(-c2ccccc2)nc(N2CCOCC2)c1C(C)=O,9
O=C(c1cc(-c2ccccc2)nc2ccccc12)N1CCc2ccccc2C1,-2
COc1ccc(Cl)cc1C(=O)Nc1ccc(C)cc1C,-20
COc1ccc(C2Nc3ccccc3C(=O)N2Cc2ccco2)cc1COc1ccc([N+](=O)[O-])cc1 (centres undefined),-10
Cn1c2ccc(I)cc2c2cc(C(=O)C(F)(F)F)ccc21,-25
CCOc1cccc(C(=O)Nc2nnc(-c3cccs3)s2)c1,6
CCCCOc1ccc(C(=O)Nc2ccccc2OC(C)C)cc1,-12
O=c1[nH]c(=O)n(-c2ccccc2Cl)c(O)c1C=Nc1cccc(Cl)c1,0
COc1ccc(-c2cc(C(=O)Nc3cccc(Cl)c3)c3ccccc3n2)cc1,-22
COCCCNC(=O)COc1cccc(C)c1,-23
COc1cccc(CN2CCN(C(=O)c3cccc(Cl)c3)CC2)c1OC,5
CCOC(=O)/C(C#N)=C/c1ccc(-c2cccc(Br)c2)o1,-18
COc1ccccc1C/C(N)=N/OC(=O)c1ccccc1OC,-20
SMILES,VHR inh color
O=[N+]([O-])c1ccc(-c2nnc(-c3ccco3)o2)c(Cl)c1,-1
COc1ccc(N2C(=O)CC(Cc3ccc(Br)cc3)C2=O)cc1 (centres undefined),-20
O=[N+]([O-])c1cc(C=Nc2cccc3nsnc23)c(O)c2ccccc12,-5
COC(=O)C1=C(C)NC2=C(C(=O)CC(c3ccccc3)C2)C1c1cccc([N+](=O)[O-])c1 (centres undefined),-14
Cc1ccc(OCCOc2ccc(Cl)cc2/C=N/n2cnnc2)cc1,7
O=C(c1coc2ccc(O)c(CN3CCCCC3)c12)C1CC1,3
O=C(O)CCC(=O)N1N=C(c2c(-c3ccccc3)c3cc(Cl)ccc3[nH]c2=O)CC1c1ccccc1 (centres undefined),3
CC(=O)NS(=O)(=O)c1ccc(NC(=O)c2ccc(F)cc2)cc1,-20
CCCCNCCCCCOc1c(C)cc(C)cc1C,2
COc1ccc(C(=O)CSc2nc3ccccc3c(=O)[nH]2)cc1,-4
CC(C)COC(=O)c1ccc(NC(=O)COc2ccccc2Cl)cc1,8
Oc1cccc(C=NC2CCCCC2)c1,7
COc1ccc2oc(=O)c(C(=O)Nc3ccc(S(N)(=O)=O)cc3)cc2c1,0
CC(=O)Nc1cc(-c2ccccc2)nn1Cc1ccccc1,-14
Cc1ccc2c(Cl)c(-c3nnc(-c4ccc(Cl)cc4)o3)sc2c1,5
Cc1ccc(N=C(NOCc2cccc(Br)c2)c2nonc2N)cc1,0
Cc1ccc(S(=O)(=O)Nc2ccc3ccccc3c2)cc1,-3
O=S1(=O)CCC(Nc2ccccc2)C1 (centres undefined),3
Cc1ccc(S(=O)(=O)N(Cc2ccccc2)c2ccccc2C(=O)NC2CCCC2)cc1,-21
Cc1cc(C)c(C(=O)/C=C/c2ccc(-c3ccccc3)o2)cc1C,10
COc1ccc(NC(=O)C2=C(C)NC(=O)NC2c2cc(OC)c(OC)c(OC)c2)cc1 (centres undefined),-16
CCOc1ccc(C2C(C(=O)OC)=C(C)NC(C)=C2C(=O)OC)cc1OC,11
C=CCN1C(=O)/C(=C\c2ccco2)C(C(=O)OC)=C1C,-2
COc1cccc(-n2c(/C=C/c3ccc(O)c(O)c3)nc3ccccc3c2=O)c1,34
CC1(C)CC(CCNCc2ccccc2)(Cc2ccccc2)CCO1 (centres undefined),-35
SMILES,VHR inh color
COc1cc(NC(=O)c2cccc(Cl)c2)cc(OC)c1,-8
Cc1ccc(NC(=O)C(=O)NCCc2ccc(Cl)cc2)cc1,-1
CN(C)C(=O)Oc1ccc([N+](=O)[O-])cc1,-26
Cc1ccc(CN2CCN(Cc3c[nH]c4ccccc34)CC2)cc1,4
CCOC(=O)c1c(-c2ccc(F)cc2)csc1NC(=O)C1CC=CCC1C(=O)O (centres undefined),-7
O=C(NCc1ccco1)/C(=C/c1cccc([N+](=O)[O-])c1)NC(=O)c1cccs1,5
CC1(C)CC(=O)C2=C(C1)OC(N)=C(C#N)C2c1c2ccccc2cc2ccccc12 (centres undefined),-17
Cc1ccc([N+](=O)[O-])cc1N1C(=O)C2C3C=CC(CC3)C2C1=O (centres undefined),-2
Cc1nc2ccccc2n1S(=O)(=O)c1ccc(Br)cc1,-7
COc1ccccc1/C=C1\SC(=S)N(Nc2nc(C)cc(C)n2)C1=O,17
CCOc1ccc(C(=O)Nc2ccc(NC(=O)c3ccco3)c(OC)c2)cc1Br,-9
Cc1nn(-c2ccccc2)c(C)c1CC(=O)N(c1ccccc1)c1ccccc1,3
COc1cccc(OCc2cc(C3Nc4ccccc4C(=O)N3Cc3ccccc3)ccc2OC)c1 (centres undefined),7
C=CCN1C(=O)/C(=C\c2cc(Br)cc(Cl)c2O)C(=O)NC1=S,-9
Cc1n[nH]c(C)c1CCCCCCOc1ccccc1Cl,9
O=C(Nc1ccccc1Cl)N1CCN(c2ccc(F)cc2)CC1,6
COc1ccc(Br)cc1CN1CCN(Cc2ccc3c(c2)OCO3)CC1,-8
COc1ccc(N2C(=O)C3ON(c4ccccc4)C(c4ccncc4)C3C2=O)cc1 (centres undefined),-21
Cc1ccc(N2C(=O)CC(Sc3nc4ccccc4s3)C2=O)cc1Cl (centres undefined),4
O=C(CSc1nc2ccccc2s1)N/N=C/c1cccc2ccccc12,-10
Cc1c(NC(=O)c2ccc(I)cc2[N+](=O)[O-])c(=O)n(-c2ccccc2)n1C,-82
COc1ccccc1N1CCN(/N=C\c2ccccc2[N+](=O)[O-])CC1,-7
CCCOc1ccccc1C1C(C(=O)OCCc2ccccc2)=C(C)NC2=C1C(=O)CCC2 (centres undefined),-3
Cc1ccc(C(=O)Oc2cccc3ccc(C)nc23)cc1,-1
Cc1cccc(-c2nc3sc4c(c3c(=O)o2)CCC4)c1,-11
SMILES,VHR inh color
COc1ccc(OC)c(N2C(=O)c3ccc(OC)c(OC)c3C2=O)c1,6
COc1ccc(Br)cc1C1C(C(=O)OCCOC(C)C)=C(C)NC2=C1C(=O)CCC2 (centres undefined),-4
N#CC(C#N)=C1C(Cl)=C(Cl)c2ccccc21,66*
O=C1N=C(N2CCCCCC2)S/C1=C\c1ccc(O)cc1,37
Cc1nc2ccc(NC(=S)N3CCCC3)cc2nc1C,19
CCOc1cc(OCC)cc(C(=O)Nc2ccc(Cc3ccncc3)cc2)c1,2
CCC(=O)N1c2ccccc2C(N(C(=O)c2ccccc2)c2cccc([N+](=O)[O-])c2)CC1C (centres undefined),-25
Cc1ccc(Br)cc1S(=O)(=O)n1nnc2ccccc21,-15
COc1ccc(N2CC(C(=O)N/N=C/c3cccs3)CC2=O)cc1 (centres undefined),-4
O=C(CCc1ccccc1)Nc1ccc(Cl)c([N+](=O)[O-])c1,4
O=C(Cn1c(NCCCO)nc2ccccc21)c1ccc(Br)s1,-20
CCc1nc2c(C)ccc(C)c2c(N)c1C,-6
O=C1CCCC2=C1C(c1cccs1)Nc1ccc(C(=O)c3ccccc3)cc1N2 (centres undefined),-6
COc1ccc(C(=O)C2C(=O)c3ccccc3C2=Nc2ccccc2)cc1 (centres undefined),-12
Nc1ccc(-c2nnc(-c3ccccc3)o2)cc1,0
CC(=O)c1cccc(NC(=O)COc2ccc(C)cc2C)c1,0
COc1ccccc1OCC(=O)Nc1ccc2c(c1)OCCO2,-39
C=CCN1C(=O)NC(=O)/C(=C/c2c3ccccc3cc3ccccc23)C1=O,2
CC(=O)Nc1ccc(OC(=O)c2c(F)cccc2F)cc1,4
CCOC(=O)C1=C(C)NC2=C(C(=O)CCC2)C1c1ccc2c(c1)OCO2 (centres undefined),2
COc1ccccc1/C=C1\SC(=O)N(c2ccc(Cl)cc2)C1=O,-22
C=CCNC(=O)C(=O)NCc1ccc(Cl)cc1Cl,0
O=C(NC1CCCC1)c1cc2ccccc2oc1=O,-4
c1cncc(-c2noc(COc3ccc4ccccc4c3)n2)c1,-22
Cc1cc2nc(-c3ccc(NC(=O)c4cccc([N+](=O)[O-])c4C)cc3)oc2cc1C,5

# 4 structures already listed, sorted by molecular weight, rising:
SMILES,VHR inh color
CCc1nc2c(C)ccc(C)c2c(N)c1C,-6
CC(=O)Nc1ccc(OC(=O)c2c(F)cccc2F)cc1,4
COc1ccccc1OCC(=O)Nc1ccc2c(c1)OCCO2,-39
COc1ccccc1/C=C1\SC(=O)N(c2ccc(Cl)cc2)C1=O,-22

# New compounds follow.
SMILES,VHR inh color
COc1cc(C)c(N(C(C)=O)c2ccccc2)c(C)c1,-2
O=C(Sc1nnc(-c2cccc(Br)c2)o1)c1ccc([N+](=O)[O-])cc1,1
O=C(Nc1ccc(S(=O)(=O)N2CCCCCC2)cc1)c1ccc(Cl)cc1Cl,-6
N#Cc1cc2c(nc1SCC(=O)Nc1nccs1)CCCC2,22
CCC1=NN(C(=O)c2cccc(O)c2)C(O)(c2ccncc2)C1 (centres undefined),11
CCOC(=O)c1ccccc1N/C=C/C(=O)c1ccc(OC)cc1,3

# Screening results deposited in PubChem by Sanford-Burnham Center for Chemical Genomics.
